Compound activity deposited in PubChem by Broad Institute.
GSIS activator = GLuc luminescence reporter in INS-1E cells, primary screen for activators of glucose-dependent secretion of insulin; hit rate 0.61% among 370,000; INS-1E GLuc reporter insulin secretion, 2-3 h; activation, % at 16.6 µM; AID 743287, 2014;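 active = lowest replicate activation of at least 40%, so every replicate reaches that level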;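 note: 0% = median of neutral control wells and 100% = median of IBMX positive control wells; some compounds called inactive have numbers as strong as hits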
F508del corr = F508del CFTR correction, initial screen, CFBE line, single point | CFBE cells, YFP halide quenching; stimulated with forskolin plus potentiator P3; % fluorescence drop versus neutral controls | hit rate 0.36% among 350,000 | AID 720511, 2013 | activity (quench increase), % at 7.58 µM;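 active = mean added fluorescence quench of at least 8% versus neutral control, with both replicates also reaching 8%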;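 note: cells transiently co-express mutant CFTR-F508del with the halide-sensitive YFP; corrector assay measuring rescue of mutant channel to the surface after 24 h compound exposure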
ERAP1 inh = human ERAP1 aminopeptidase inhibitors, primary screen, biochemical, single point, plate reader | hit rate 0.15% among 340,000 | Endoplasmic reticulum aminopeptidase 1 (Homo sapiens), Q9NZ08 | recombinant ERAP1, Leu-AMC fluorescence, 60 min | inhibition, % at 10.7 µM | AID 652197, 2013;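 active = mean replicate inhibition of at least 30%, or all replicates individually reaching that 30% level; inactive = mean below 30% and not every replicate reaching it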;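 note: 0% = neutral control wells and 100% = L-leucinethiol positive control wells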
ARNT TACC3 PPI = disruptors of ARNT/TACC3 protein interaction, primary screen, biochemical, AlphaScreen, single concentration. Transforming acidic coiled-coil-containing protein 3 (Homo sapiens), Q9Y6A5. inhibition, % at 9.99 µM. AlphaScreen His-ARNT PAS-B/GST-TACC3 binding, luminescence; TACC3 fragment carries E629A point mutation. hit rate 0.66% among 390,000;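 active = mean inhibition of replicates at least 50% and at least half of replicates each reaching 50%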;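 note: 0% = complete ARNT plus TACC3 wells and 100% = ARNT alone without TACC3; many hits fall short of the cut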
RAD54 branch = inhibitors of human RAD54 branch migration, primary screen, biochemical, fluorescence, single point. DNA repair and recombination protein RAD54-like (Homo sapiens), Q92698. RAD54 Holliday junction branch migration, FAM/BHQ fluorescence. AID 602329, 2012. inhibition, % at 10.4 µM. hit rate 0.14% among 360,000;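 active = mean normalized replicate activity at least 40 and at least half of replicates scoring 40 or more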;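 note: 0% = median of neutral control wells and 100% = median of positive control wells; inhibitors cause a drop in the FAM fluorescence signal; in these data hits start at about 50%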
Target sequence (Q92698 whole entry, looked up): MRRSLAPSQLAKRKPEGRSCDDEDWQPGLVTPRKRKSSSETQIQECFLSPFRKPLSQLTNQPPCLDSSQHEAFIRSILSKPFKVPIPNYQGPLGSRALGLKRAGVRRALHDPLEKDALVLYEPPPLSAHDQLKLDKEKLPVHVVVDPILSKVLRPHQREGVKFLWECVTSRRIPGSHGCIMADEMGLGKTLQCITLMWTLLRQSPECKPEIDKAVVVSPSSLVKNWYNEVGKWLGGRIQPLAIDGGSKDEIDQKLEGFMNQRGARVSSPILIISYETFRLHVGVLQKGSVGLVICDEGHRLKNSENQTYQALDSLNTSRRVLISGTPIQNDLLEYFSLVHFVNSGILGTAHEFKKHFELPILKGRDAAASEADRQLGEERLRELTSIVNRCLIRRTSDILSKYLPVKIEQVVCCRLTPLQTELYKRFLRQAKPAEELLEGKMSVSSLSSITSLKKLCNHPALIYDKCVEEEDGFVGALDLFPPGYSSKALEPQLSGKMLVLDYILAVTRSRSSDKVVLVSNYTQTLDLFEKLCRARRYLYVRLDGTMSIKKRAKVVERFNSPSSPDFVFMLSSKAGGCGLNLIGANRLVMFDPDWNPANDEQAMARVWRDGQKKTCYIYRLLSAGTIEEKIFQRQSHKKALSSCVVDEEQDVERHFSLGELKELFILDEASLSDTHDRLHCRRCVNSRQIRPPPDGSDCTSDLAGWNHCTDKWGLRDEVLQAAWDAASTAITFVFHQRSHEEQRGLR
Xi reactivation = activators of inactive X chromosome reactivation, primary screen, imaging, XiGFP fibroblasts, GFP high-content imaging, set 2; activation, % at 7.58 µM; AID 743238, 2013; XiGFP mouse fibroblasts, % GFP-positive cells imaging, 3 d; cells co-treated with 5-aza-dC sensitizer; scaled so ellipticine positive control = 100%; hit rate 0.055% among 360,000;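 active = mean normalized replicate activation at least 10% and every replicate at or above 10%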;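 note: 0% = median of on-plate neutral control wells and 100% = ellipticine 6 µM median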
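Assay system – SV40-immortalized XiGFP fibroblast cells, line 68-5-11 · Buffer or medium – DMEM supplemented with 5-aza-dC as sensitizing agent · Dosing – one concentration, pinned · Benchmarks – positive control ellipticine, 6 µM final · Times – 3 days compound exposure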
esBAF inh = Bmi1 luciferase reporter increase in mESCs, primary screen, esBAF inhibitor project, mouse ES cells, Bmi1 luciferase knock-in, single point. 24 h; 100% = twice the neutral-well signal. reporter increase, % at 12.5 µM. AID 602393, 2012. hit rate 2% among 350,000; in the data active = activation above about 40%;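 note: 0% = median of the plate's neutral control wells and 100% = double that signal; a rise in the Bmi1 reporter signal indicates esBAF inhibition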
RAD52 inh = RAD52 DNA annealing inhibitors, primary screen, biochemical, FRET, single point, set 2 | recombinant RAD52 DNA annealing, FRET fluorescence | inhibition, % at 18.7 µM | hit rate 0.46% among 360,000;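 active = every replicate showing at least 50% inhibition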
* marks the source's active call; other numbers are inactive results; . = no result given; & = joins results of further samples. Compounds were not picked by outcome; overall some 3.3% were active at least once.

SMILES	GSIS activator	F508del corr	ERAP1 inh	ARNT TACC3 PPI	RAD54 branch	Xi reactivation	esBAF inh	RAD52 inh
COc1ccc(S(=O)(=O)Nc2cccc3c2O[C@@H](CN(C)Cc2ccc(-c4ccccc4)cc2)[C@H](C)CN([C@@H](C)CO)C3=O)cc1	-3	-0.7	-1	12	3	2.2	-2	13
CCOC(=O)[C@H]1[C@H]2COc3ccc(OC)cc3[C@H]2N2C(=O)CNC(=O)[C@@]12C	8	1.3	.	-5	7	0.0	1	21
CCN(CC)CC#CCC(OC)(c1ccccc1)c1ccccc1	.	-1.1	-1	-5	.	0.1	.	-5
COC(=O)C(NC(C)=O)(Nc1ccc(C)cn1)C(F)(F)F (stereo not given)	13	0.4	0	5	6	0.0	.	-4
CCOC(=O)Cc1ccc(NC(=O)c2cccc([N+](=O)[O-])c2)cc1	-5	-2.1	0	-13	0	0.7	26	-12
CO[C@H]1CN(C)C(=O)c2ccc(NC(=O)C3CC3)cc2OC[C@@H](C)N(Cc2ccc(F)cc2)C[C@@H]1C	-25	2.3	1	-16	-1	-0.2	5	9
COC(=O)[C@]1(C)N[C@H](CN(C)S(=O)(=O)c2ccc(C(F)(F)F)cc2)[C@@H]2C(=O)N(C)C(=O)[C@@H]21	22	-4.1	-3	-12	-6	-0.2	-5	0
COC(=O)c1ccc(NC(=S)NCc2ccco2)cc1	-4	3.7	-1	22	-18	0.0	21	-54
Nc1ncc(Br)cc1N=Cc1ccccc1	.	.	0	-1	-11	0.0	.	-26
O=C(NC1CCCc2ccccc21)c1cc(F)cc(F)c1 (stereo not given)	11	1.9	2	-9	-3	-0.1	2	-15
COc1ccc(CNC(=O)Cn2nc(C)n3cccc3c2=O)cc1	9	3.1	0	-3	-2	0.0	-3	-4
O=C1CN(S(=O)(=O)c2ccccc2)C[C@H]2[C@H](c3ccc(Br)cc3)[C@@H](CO)N12	-12	1.5	-2	.	.	0.0	.	-5
C[C@H]1CN([C@@H](C)CO)C(=O)c2cccc(NC(=O)Nc3ccc(F)cc3)c2O[C@H]1CN(C)Cc1ccccc1	-10	-0.2	1	-2	4	0.0	8	11
CC1(C)CC(=O)c2cnc3nc4ccccc4n3c2C1	-7	3.3	0	-5	.	0.1	.	22
C=CCn1c(SCC(=O)NCc2ccc3c(c2)OCO3)nnc1-c1cccnc1	6	1.0	2	0	-6	0.0	-9	-9
O=C(COC(=O)/C=C/c1cn(-c2ccccc2)nc1-c1cccnc1)Nc1ccc(Cl)cc1Cl	12	.	2	-3	-7	0.0	.	-21
CCC1CCC(C(=O)NC(C(=O)NCCN2CCOCC2)C(C)C)CC1 (stereo not given)	-1	-0.8	0	-13	3	-0.1	1	-3
O=C(Nc1ccc(F)cc1)C(c1ccccc1OC(F)(F)F)N1CCN(C(=O)c2ccco2)CC1 (stereo not given)	-53	1.3	-5	.	.	-0.1	.	-17
O=C(Nc1ccc2c(c1)[C@@H]1C[C@H](CC(=O)N3CCc4ccccc4C3)O[C@H](CO)[C@@H]1O2)c1cccnc1	-2	0.7	1	14	25	0.0	8	10
COc1ccc(/C=C/C(=O)NC(=S)NNC(=O)c2c(-c3ccccc3)noc2C)cc1	-21	.	.	1	0	-0.1	.	.

Part of the list above, reduced to F508del corr and GSIS activator.
Structure | F508del corr | GSIS activator
COc1ccc(CNC(=O)Cn2nc(C)n3cccc3c2=O)cc1 | 3.1 | 9
O=C(COC(=O)/C=C/c1cn(-c2ccccc2)nc1-c1cccnc1)Nc1ccc(Cl)cc1Cl | . | 12
C[C@H]1CN([C@@H](C)CO)C(=O)c2cccc(NC(=O)Nc3ccc(F)cc3)c2O[C@H]1CN(C)Cc1ccccc1 | -0.2 | -10

Following part:
SMILES	GSIS activator	F508del corr	ERAP1 inh	ARNT TACC3 PPI	RAD54 branch	Xi reactivation	esBAF inh	RAD52 inh
CC(C)NC(=O)N(C)C[C@@H]1Oc2ccc(NS(=O)(=O)c3ccc(Cl)cc3)cc2CC(=O)N([C@@H](C)CO)C[C@H]1C	-11	-0.9	0	-18	7	0.0	-2	6
O=C(CSc1nnc(CNc2ccccc2)o1)N1CCc2ccccc21	2	.	.	-5	-16	.	1	.
CCOc1ccc(N2CC(C(=O)OCC(=O)c3ccc(OC)cc3)CC2=O)cc1 (stereo not given)	-10	2.1	-3	2	-5	0.5	-2	-2
CNC(=O)COc1coc(CN2CCN(c3cccc(Cl)c3)CC2)cc1=O	7	-2.0	-1	-1	-8	0.0	0	-14
COc1ccccc1C(=O)Nc1ccnn1C1CCN(C(=O)C(C)(C)C)CC1	15	-3.3	-4	-10	6	0.0	7	-4
COc1ccc2c3c(n(C)c2c1)[C@@H](CO)N(Cc1ccncc1)CC31CN(C(=O)C2CCCCC2)C1	-1	4.2	.	.	.	0.1	.	-9
CCOC(=O)/C=C1\CN(Cc2ccc(OC)cc2)S(=O)(=O)c2ccccc21	.	1.4	0	-7	-9	0.1	-31	-8
N#CCCN(C(=O)CSc1n[nH]c(=O)[nH]c1=O)c1ccccc1	-2	0.1	-2	-10	-3	0.0	-4	-12
Cc1ccccc1S(=O)(=O)Nc1ncc(C(F)(F)F)cc1Cl	-21	0.2	9	-1	.	0.0	.	-23
CC(C)Nc1nc(NC(C)C)nc(OCCOC(=O)c2ccccc2)n1	-10	.	.	14	3	0.1	0	.
CCCn1c(N)c(C(=O)CSc2nc3ncc(Cl)cc3[nH]2)c(=O)[nH]c1=O	-2	0.7	1	-5	-8	0.4	1	-39
CN(C)C(=O)c1ccc(-c2ccc([C@@H]3[C@H](C#N)N(C(=O)C4CCC4)[C@H]3CO)cc2)cc1	-6	-3.3	2	-10	14	-0.1	6	3
C[C@@H]1CN([C@H](C)CO)C(=O)Cc2cc(NC(=O)NC3CCCCC3)ccc2O[C@H]1CN(C)CC1CC1	-11	-2.7	0	-8	7	0.0	-4	-9
CCCCCCNC(=O)c1ncn[nH]1	-1	0.3	.	.	0	0.1	5	-21
C(=N/Nc1nc(-c2ccccc2)cc(-c2ccccc2)n1)/c1cccnc1	.	.	3	0	1	0.2	11	-3
O=C(C[C@H]1C[C@H](C(=O)N2CCOCC2)[C@@]2(CCC3CCCC3)c3[nH]c4cc(-c5ccco5)ccc4c3CCN2C1=O)NCc1cccc(C(F)(F)F)c1	6	-0.8	-4	5	11	-0.1	11	-31
O=C(C[C@H]1C/C=C\C[C@H](Cc2ccc(F)cc2)C(=O)O[C@@H](c2ccccc2)CNC1=O)N[C@H](CO)Cc1ccccc1	-7	0.7	-1	-8	9	-0.6	7	-9
Cc1nc(Oc2ccccc2)c2ccsc2n1	13	-1.0	-2	11	1	0.0	4	-2
COc1ccc(S(=O)(=O)Nc2ccc3c(c2)C(=O)N(C)C[C@H](OC)[C@H](C)CN[C@@H](C)CO3)cc1	16	1.8	-4	2	0	0.5	0	19
COc1ccc(F)cc1C1=CC(=O)C[C@H](c2ccc3c(c2)OCO3)C1	.	-1.7	-2	19	3	0.1	9	-10
CC(C)CC(NC(=O)c1ccc(Cl)cc1)C(=O)OCC(=O)c1ccc2c(c1)NC(=O)CO2 (stereo not given)	461*	.	.	-12	1	.	-21	.
Cc1ccc(NC(=O)COc2ccc(-c3nnco3)cc2)cc1S(=O)(=O)N1CCOCC1	9	0.1	.	2	.	23*	-1	-11
CC(Sc1nc2scc(-c3ccccc3)c2c(=O)[nH]1)C(=O)NC(N)=O (stereo not given)	1	-1.1	-2	0	3	-0.1	.	-31
CC1(C)Cc2cccc(Oc3cc(NN4CCCCC4)c([N+](=O)[O-])cc3[N+](=O)[O-])c2O1	17	-2.0	-4	1	5	-0.1	-9	-2
CCCN(C)C[C@@H]1OCCCC[C@@H](C)Oc2ccc(NC(=O)c3ccccc3)cc2C(=O)N([C@H](C)CO)C[C@@H]1C	23&-10&-15	0.1&4.1&-4.8	1&0	4&-6	6&8&-11	-1.2&-1.2&0.0	-7&2&-4	16&2&-15
COc1cc(C(C)=O)ccc1OCC(=O)OCCCOC(=O)COc1ccc(C(C)=O)cc1OC	-15	-0.2	-2	-17	6	0.0	-2	2
CC(C)CN1CCC(C(=O)N2CCN(c3ccccc3F)CC2)CC1	23	.	-2	.	21	0.0	4	-7
COc1ccc2c3c([nH]c2c1)[C@H](CO)N(Cc1ccccc1F)CC31CCN(C(=O)C2CCC2)CC1	-17	-0.7	0	.	.	0.4	.	-75
O=c1[nH]c2c(s1)C(c1ccc(O)cc1)C1C3CCC(C3)C1S2 (stereo not given)	-2	0.1	-1	9	-1	0.2	-41	-31
CN(CC(=O)Nc1cccc(F)c1)C(=O)c1ccc(C2SCCS2)cc1	-5	-0.6	-2	.	9	0.1	-2	-12

Printed as active in GSIS activator, among the entries above:
smiles | GSIS activator | F508del corr | ERAP1 inh | ARNT TACC3 PPI | esBAF inh | RAD52 inh
CC(C)CC(NC(=O)c1ccc(Cl)cc1)C(=O)OCC(=O)c1ccc2c(c1)NC(=O)CO2 (stereo not given) | 461* | . | . | -12 | -21 | .

Remaining list, next part.
SMILES	GSIS activator	F508del corr	ERAP1 inh	ARNT TACC3 PPI	RAD54 branch	Xi reactivation	esBAF inh	RAD52 inh
CC(C)=N/N=C1\NC(=O)C(C)S1 (stereo not given)	15	-2.9	2	35	.	-0.2	.	-16
N=C1/C(=C\c2ccc(-c3cccc(Cl)c3)o2)C(=O)N=C2SC=C(c3ccccc3)N12	.	.	-1	-1	.	0.0	.	-25
C[C@@H](NC(=O)[C@H]1[C@H](CO)[C@H]2Cn3c(ccc(-c4cccnc4)c3=O)[C@@H]1N2C)c1ccccc1	3	-2.5	0	-1	-2	0.0	-4	3
O=C(CSc1n[nH]c(-c2ccc(Br)cc2)n1)NC1CCCC1	-35	-0.2	0	1	-5	0.0	1	-33
Cc1cccc(CSCCNC(=O)CN(c2cc(C)cc(C)c2)S(C)(=O)=O)c1	-47	1.4	-3	-3	4	0.0	.	-7
COc1ccc(NC(=O)CC2(CC(=O)O)CCCC2)cc1	5	-0.8	-5	-6	4	0.1	-10	-15
Cc1cc(NC(=O)C(=O)c2c(C)[nH]c3ccccc23)no1	12	6.1	-2	-7	-3	0.0	-1	-16
O=C(O)C1CCCN1S(=O)(=O)c1ccc(F)cc1 (stereo not given)	12	-0.6	0	-8	1	0.2	-11	3
CC1CCN(C(=O)CN2C(=O)C(C)(C)Oc3ccc(C(=O)NC(C)C)cc32)CC1	-5	1.9	-1	.	1	0.0	-2	-19
CCOC(=O)C(NC(C)=O)(OCc1ccccc1)C(F)(F)F (stereo not given)	15	.	.	3	5	0.9	0	.
Cc1cc(C)nc(NN2C(=O)/C(=C/c3ccc(O)cc3)SC2=S)n1	-1	-2.2	2	4	-114	.	-2	-36
CSCCC(NC(=O)COc1ccccc1)C(=O)N(C)CC(=O)Nc1c(C)cccc1C (stereo not given)	7	-1.2	-3	8	-13	0.0	-5	-7
COc1ccc(C(=O)NNC(=S)NC(=O)c2cccs2)cc1	-3	-1.6	-3	24	7	0.1	.	-54
O=C(CC12CC3CC(CC(Br)(C3)C1)C2)OCCN1CCCCC1	9	0.1	0	-3	.	0.0	.	-17
C=C1C(C(=O)Nc2ccc(F)cc2)C1C(=O)Nc1ccc(F)cc1 (stereo not given)	9	-2.2	-1	.	.	0.0	.	-12
CCOC(=O)Cc1csc(N)n1	15	1.2	0	-4	4	.	-3	-6
